Screening data deposited in PubChem by Sanford-Burnham Center for Chemical Genomics.
TAG inh: triacylglycerol accumulation inhibition; H9c2 cells, Nile Red lipid (TAG) fluorescence; cells loaded with 200 µM oleic acid; inhibition, % at 12.5 µM; 230,000 compounds, 0.66% hits; AID 651582;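 active = pattern-corrected inhibition of lipid staining of at least 50% with the nuclear-stain viability signal not falling by more than 50%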;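 also: 0% = DMSO wells and 100% = triacsin C control wells; some results filed as inactive read as strong as hits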
TAG inh DAPI viability: further read-out of TAG inh, marked with its call; DAPI nuclei signal change (viability), lower = more cytotoxic, %;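 whole-well DAPI fluorescence read on a plate reader as a viability signal; minus 50 percent equals half of cells still viable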
* marks the source's active call; other numbers are inactive results. Only part of the results is shown, so the mix of outcomes need not match the whole.

compound | TAG inh | TAG inh DAPI viability
COc1ccc2nc(SCC(=O)Nc3cc(OC)c(OC)cc3C(=O)O)c(C)cc2c1 | -19.8 | -1.0
CC(Sc1nnc(-c2cccnc2)o1)C(=O)NC1CCCC1 (stereo not given) | -10.9 | -6.8
CSc1nc2ccc(NC(=O)CS(=O)(=O)c3ccccc3)cc2s1 | 12.1 | -2.0
CC1CCCCC1NC(=O)c1c(O)nc2ccccn2c1=O (stereo not given) | 10.5 | -4.6
O=C(O)CSc1nc(-c2ccccc2)nc2c1oc1ccccc12 | -18.5 | 11.0
Cc1nnc(C)n1/N=C/c1ccc(-c2ccccc2)cc1 | -5.0 | 11.1
COc1ccc(NCC(=O)N/N=C(\C)c2cc3ccccc3o2)cc1 | 1.1 | 8.4
COc1ccc(C(=O)O)cc1S(=O)(=O)N(C)C | -6.6 | 4.6
O=C1/C(=C/c2cccnc2)Cc2ccc(Cl)cc21 | 5.8 | -8.2
CCCCn1nc2cc(C(=O)NCCc3ccc(C)cc3)ccc2c1OCC | -7.9 | -3.4
CC(=O)N1CCN(c2ccnc3cc(Cl)ccc23)CC1 | -8.5 | 2.2
Cc1ccccc1OCC(=O)Nc1cc(S(=O)(=O)N2CCOCC2)ccc1N1CCCC1 | 4.3 | -11.5
CCC1(C)OC(=O)N(CCCn2ccnc2C)C1(C)O (stereo not given) | 25.7 | -10.8
CCN(C(=O)C(C)OC(=O)C1C(C(=O)OC)=C(C)NC(C)=C1C(=O)OC)c1ccccc1 (stereo not given) | -6.3 | -3.5
CCN(CC)S(=O)(=O)c1cc(Cl)ccc1OC | -6.0 | 6.4
CC1(c2cccc(Br)c2)NC(=O)N(CC(=O)Nc2cccnc2Cl)C1=O (stereo not given) | 2.9 | -3.4
CCCC[C@@H]1CNC(=S)N1CCCC | -15.1 | -3.6
CC(=O)OC[C@H]1O[C@@H](Oc2cc(O)cc3oc(-c4ccc(O)cc4)cc(=O)c23)[C@H](O[C@@H]2O[C@@H](C)[C@H](O)[C@@H](O)[C@H]2O)[C@@H](O)[C@@H]1O | 11.0 | -1.0
CCOC(=O)C1CCCN1C(=O)c1ccc(OC)c(Br)c1 (stereo not given) | -13.1 | 4.4
O=C(COc1ccc(S(=O)(=O)N2CCOCC2)cc1)Nc1cccc([N+](=O)[O-])c1 | 1.4 | 2.3
O=C(CN1C(=O)c2cccc3cccc1c23)NCc1ccncc1 | -24.0 | 0.1
CC(=O)Nc1cccc(NC(=O)CSc2ccc(-c3ccccn3)nn2)c1 | -4.1 | -11.8
COCCn1c(C)cc(C2=NNC(=Nc3ccccc3)SC2)c1C | -32.5 | -6.9
Cn1cc(CN2CCCC(CO)(Cc3ccccc3)C2)cn1 (stereo not given) | -6.8 | -3.3
COc1ccc(C(=O)N[C@H](C(=O)N2CCN(c3ccccc3F)CC2)C(C)C)cc1 | 11.5 | 0.1
O=C(Nc1nccs1)c1ccc(CSc2ccccc2)o1 | -14.2 | -1.8
C[C@H](CO)N1C[C@H](C)[C@@H](CN(C)C(=O)Nc2ccccc2)Oc2ccc(NC(=O)Nc3ccc4c(c3)OCO4)cc2C1=O | -2.6 | -2.3
CC(=O)N/N=c1\sc2ccccc2n1C | -13.9 | -0.3
Cc1ncc(CN2CCC(CO)(Cc3ccccc3)CC2)s1 | -3.1 | 0.3
COc1ccc(/C=C(\C#N)C(=O)NCC2CCCO2)cc1OC (stereo not given) | -4.7 | 11.0
CCOC(=O)c1c(-c2ccccc2)nc2ccc(C)cn12 | 18.2 | -4.7
O=C(NCc1nc2ccccc2[nH]1)c1ccccc1F | 1.5 | -0.6
O=C1CCC(C(=O)N2CCc3c(Cl)cccc3C2)CN1CCCN1CCOCC1 (stereo not given) | -11.9 | 5.5
O=C(Nc1ccc(O)cc1)/C(=C\C=C\c1ccccc1)NC(=O)c1ccccc1 | -8.6 | -5.5
CCN(CC)C(=O)[C@H]1C[C@H](CC(=O)NCCN2CCOCC2)C(=O)N2CCc3c([nH]c4ccc(Cl)cc34)[C@]12C | 2.6 | -3.8
Fc1ccc(-n2c(-c3ccc4ccccc4n3)n[nH]c2=S)cc1Cl | 7.4 | -4.8
CCOc1cc(N2CCOCC2)c(OCC)cc1NC(=O)COC(=O)c1ccc(Cl)cc1N | 22.2 | 9.1
COc1ccc(C(=O)NN(C)c2nc(-c3ccccc3)nnc2C(F)(F)F)cc1 | -3.0 | -4.1
C/C(=N/OC(=O)c1c(-c2c(F)cccc2Cl)noc1C)c1cnccn1 | -3.9 | 4.7
O=C(CSc1nnc(COc2ccc(Cl)cc2)n1Cc1ccco1)c1ccccc1F | -2.5 | -10.8
CCc1[nH]nc2c1C(c1ccsc1)C(C#N)=C(N)O2 (stereo not given) | -6.0 | -1.0
COc1ccc(C(=O)NCC(=O)NCC2COc3ccccc3O2)cc1 (stereo not given) | 21.0 | -10.6
Cc1ccc(C)c2[nH]c(=O)c(CN(Cc3ccco3)C(=S)NCC3CCCO3)cc12 (stereo not given) | -16.7 | -1.1
CCN(CC(=O)Nc1ccccc1OC)C(=O)c1ccc(NS(=O)(=O)c2ccc(C(C)=O)cc2)cc1 | 2.0 | 2.6
CCOC(=O)NNC(=O)C1CCC(C)CC1 (stereo not given) | 8.4 | -12.2
O=C(/C=C\Nc1ccc2c(c1)OCO2)c1cccs1 | -12.5 | -1.8
CCC(CC)C(=O)Nc1cccc(/C(C)=N/NC(=O)c2c(Br)cnn2C)c1 | 9.6 | -3.1
Cc1ncoc1C(=O)N1CCCC(C(=O)c2ccc3c4c(cccc24)CC3)C1 (stereo not given) | -5.5 | 16.6
O=C(CC1C(=O)NCCN1Cc1cccc(F)c1)NC1CCCCC1 (stereo not given) | -10.4 | -4.0
Cc1nc2ccccc2nc1OCC(=O)NCc1ccc2c(c1)OCO2 | -16.3 | 7.7

Of the compounds above, 2 have a cyano group:
compound | TAG inh | TAG inh DAPI viability
COc1ccc(/C=C(\C#N)C(=O)NCC2CCCO2)cc1OC (stereo not given) | -4.7 | 11.0
CCc1[nH]nc2c1C(c1ccsc1)C(C#N)=C(N)O2 (stereo not given) | -6.0 | -1.0

Continuation.
compound | TAG inh | TAG inh DAPI viability
COCCN(CC(=O)Nc1cccc(C)c1C)C(=O)c1ccc2ccccc2n1 | 17.5 | -14.4
O=C(CN1C(=O)S/C(=C\c2ccccn2)C1=O)Nc1ccc(F)cc1 | -1.2 | 1.5
CCOC(=O)c1cnc(Nc2ccccc2)nc1C(F)(F)F | -5.9 | 6.4
CS(=O)(=O)c1ccc(Cl)c(NC(=O)Nc2ccccc2)c1 | 10.1 | -7.9
CC1(C)CCCC2(C)C(OCCO)=CC(=O)C=C12 (stereo not given) | -4.0 | -2.2
Cc1ccc(OCCn2cc(/C=C3\C(=O)NN(c4ccccc4)C3=O)c3ccccc32)cc1 | -2.4 | 15.2
COc1ccc(CN(C)C(=O)c2cccc(S(=O)(=O)NCc3ccccc3)c2)cc1F | 1.5 | 1.7
CC(C)CC1Nc2ncnc(N3CCOCC3)c2N(Cc2ccc(Cl)cc2)C1=O (stereo not given) | 1.9 | 2.4
OC1CC(c2ccco2)NC2(CCCCC2)C1 (stereo not given) | 7.9 | 3.0
CCN(c1ccccc1)S(=O)(=O)c1cccc(C(=O)N(C)CC(=O)Nc2ccc(F)c(F)c2F)c1 | -9.7 | -6.7
CC(=O)NC(CC(=O)OCC(=O)c1cc(C)ccc1C)c1ccccc1 (stereo not given) | -15.4 | -2.1
CCN(CC)C(=O)CSc1nnnn1-c1ccc(F)c(Cl)c1 | 11.4 | -6.1
Cc1cc(C(=O)N2CCCC(C(=O)c3ccc4ccccc4c3)C2)nn1C (stereo not given) | -5.9 | 4.4
O=C(CN1CCN(c2cnn(-c3ccccc3)c(=O)c2Cl)CC1)NC1CCS(=O)(=O)C1 (stereo not given) | 8.0 | 0.1
CN(CC(=O)Nc1ccccc1Cl)C(=O)COC(=O)CSc1ccc(Cl)cc1 | -2.2 | -1.6
CC(C)(C)c1cc(NC(=O)c2ccco2)no1 | -6.1 | 0.5
C[C@@H]1Cn2cnc(C(=O)N[C@@H](C)c3ccccc3)c2C(=O)N1 | -5.5 | -4.3
COc1ccc(C(O)c2ncc(-c3ccccc3OC)[nH]2)cc1 (stereo not given) | -7.8 | 6.9
O=C(CCl)N(C/C=C/c1ccccc1)c1ccc2c(c1)OCCO2 | 51.8* | -22.5*
CCOC(=O)CSc1ncc(-c2ccc([N+](=O)[O-])cc2)[nH]1 | -1.9 | -2.8
COCCN(Cc1cc2cc(C)ccc2n2nnnc12)C(=S)Nc1ccccc1C | 13.8 | -7.4
COc1ccc(NC(C)=O)cc1S(=O)(=O)Nc1ccccc1C(=O)N1CCCC1 | -1.8 | 4.6
CSC1=NSC2=NC(=O)/C(=C/c3coc4ccccc4c3=O)C(=N)N12 | 10.7 | -9.8
CC(C)OP(=O)(OC(C)C)C(C)NC(=O)Cc1ccccc1 (stereo not given) | 3.1 | -1.9
O=C(Nc1nccs1)C1CCN(S(=O)(=O)c2cccnc2)CC1 | -5.4 | 5.5
CCCC(C)(C)C(=O)N1CCC1(C)C(=O)Nc1cccc(OC)c1 (stereo not given) | 21.3 | -7.0
CC(=O)NCCNS(=O)(=O)c1ccc(C)c([N+](=O)[O-])c1 | 5.4 | 2.5
Clc1ccc(OCc2nc3ccccc3[nH]2)cc1 | -8.9 | -2.7
CC(C)CCN1C(N(C)C)=NC[C@@H]1C | -13.5 | 4.7
O=C(c1cc2ccccc2cc1OCC(O)CN1CCCCC1)N1CCCCC1 (stereo not given) | -2.9 | 12.4
Cc1ccc(S(=O)(=O)N(C)c2ccc(C(=O)N(C)Cc3nc4ccccc4c(=O)[nH]3)cc2)cc1 | -1.3 | -5.3
CCC1(CC)NC(=S)NC1=S | 3.5 | 9.3
O=S(=O)(Nc1cccc(Cl)c1)c1cccc(-n2cnnn2)c1 | -0.9 | 8.3
Cc1ccc(CNC(=O)c2ccc(N3CCC4(CC3)CC(c3ccccc3)=NO4)c(NC(=O)c3ccco3)c2)cc1 | 6.7 | -6.1
O=C(c1ccccc1)N1CCN(CC2CC=CCC2)CC1 (stereo not given) | -12.4 | -0.1
CCNCc1cc([N+](=O)[O-])ccc1OCC | -2.1 | 7.1
O=C1c2ccccc2S(=O)N1c1cccc(F)c1 (stereo not given) | 5.7 | -3.6
Cc1cccc(N2C(=O)N3[C@H]4c5ccccc5OC[C@@H]4[C@@H](c4ccccc4)[C@@]3(C)C2=O)c1 | 2.0 | -5.4
Cc1onc(-c2c(F)cccc2Cl)c1C(=O)OCC(=O)N1C(C)CCCC1C (stereo not given) | 8.9 | -2.4
COc1ccccc1N(CN1CCCC1=O)C(=O)c1ccccc1F | -5.1 | -5.9
CCOC(=O)CC(N)c1cccc([N+](=O)[O-])c1 (stereo not given) | 9.4 | -0.6
Brc1c(OCCOCCn2cncn2)ccc2ccccc12 | 9.4 | 2.5
O=C(/C=C/c1ccccc1[N+](=O)[O-])Nc1ccc(S(=O)(=O)Nc2ncccn2)cc1 | 9.1 | 0.4
Cc1cc(C(=O)Nc2ccon2)c(C)o1 | -4.6 | 3.0
COc1ccc(NC(=O)C(Cc2cc(C)cc(C)c2)C(C)C(=O)O)cc1 (stereo not given) | 0.8 | -4.6
O=C(O)CCn1cc(/C=C2/NC(=S)N(c3ccccc3)C2=O)c(-c2ccccc2)n1 | 6.4 | 6.1
COc1cc(/C=N\n2nnnc2N)ccc1OCc1ccc(F)cc1 | 29.7 | -1.5
O=C(/C=C/c1ccccc1[N+](=O)[O-])NCc1ccc(Cl)cc1 | -11.4 | 2.1
CC(=O)Nc1ccc(S(=O)(=O)N2CCN(C(=O)CCC3CCCC3)CC2)cc1 | 8.8 | -8.8
COc1cc(CNC[C@H]2O[C@@H](n3ccc(N)nc3=O)[C@H](O)[C@@H]2O)ccc1OCc1cccc(Cl)c1 | 18.1 | -6.1

Reformatted: entries from further up
Values in the order: TAG inh, TAG inh DAPI viability
Cc1cccc(N2C(=O)N3[C@H]4c5ccccc5OC[C@@H]4[C@@H](c4ccccc4)[C@@]3(C)C2=O)c1
 : 2.0, -5.4
CCOC(=O)CC(N)c1cccc([N+](=O)[O-])c1 (stereo not given)
 : 9.4, -0.6
COc1ccccc1N(CN1CCCC1=O)C(=O)c1ccccc1F
 : -5.1, -5.9

(further entries)
compound | TAG inh | TAG inh DAPI viability
Cn1nc(C(F)(F)F)c(C(=O)Nc2ccc(F)cc2F)c1Cl | 5.9 | -3.8
COc1ccccc1NS(=O)(=O)c1ccc(C)c(C(N)=O)c1 | -2.2 | 6.0
O=C(NC1CCCC1)c1ccc([N+](=O)[O-])s1 | 8.4 | 6.6
O=C1CCN(CCc2ccccc2)CCN1[C@H](CO)c1ccccc1 | 8.3 | 1.0
O=C(Nc1nnc(SCC(=O)N2CCCCC2)s1)C1CCCCC1 | 20.9 | 0.4
CN(CCOc1ccc(Cl)c(Cl)c1)Cc1ccccc1 | 2.5 | -1.0
Cc1nonc1C1CCCN1Cc1nc(-c2ccccc2Cl)oc1C (stereo not given) | -11.5 | -0.5
Cc1nc2ccccc2n1-c1ccccc1 | -5.5 | 2.1
CC(C)(C)[C@H]1COC(=O)CCCC/C=C\C[C@H](CC(=O)NCCO)C(=O)N1 | -1.3 | -2.6
OC(Cn1cncn1)c1ccc(Cl)cc1Cl (stereo not given) | 1.4 | -6.7
CCOc1ccccc1NC(=O)C12CC3CC(C1)CC(c1ccc(C)cc1)(C3)C2 | 3.7 | -6.5
CC(=O)C(Cc1ccc(Cl)nc1)(Cc1ccc(Cl)nc1)C(C)=O | 9.0 | -4.2
C/C=C(\C)C(=O)NCCN1C2=NC[C@H](Cc3ccccc3)N2C[C@H]1Cc1ccc(O)cc1 | 10.8 | -3.7

Looked up by structure from the entries so far (3):
compound | TAG inh | TAG inh DAPI viability
COc1ccccc1NS(=O)(=O)c1ccc(C)c(C(N)=O)c1 | -2.2 | 6.0
O=C(NC1CCCC1)c1ccc([N+](=O)[O-])s1 | 8.4 | 6.6
O=C(Nc1nnc(SCC(=O)N2CCCCC2)s1)C1CCCCC1 | 20.9 | 0.4
